HCV inh = qHTS Assay for Inhibitors of Hepatitis C Virus (HCV); 340,000 compounds, 3.4% hits; Huh7.5.1 HCVcc-Cre infection, luciferase reporter, 44 h; Potency, µM (top dose mostly 41.8 µM), inactives show top-dose activity change, negative = inhibition, hits mostly inhibitors; note: potency is the fitted concentration of half-maximal effect
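Antiviral activity was scored by luciferase reporter output from cells infected with HCVcc-Cre (~0.5 moi) in presence of compound, 44 h infection period, cells seeded 1,000/well 4 h prior.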
AMA1 RON2 block = qHTS for Inhibitors of AMA1-RON; Towards Development of Antimalarial Drug Lead: Primary Screen | Potency, µM (top dose mostly 58.2 µM), for inactives: at the top dose activity change, negative = inhibition, usual class: inhibitors | AID 720542, 2013 | 360,000 compounds, 0.2% hits | AlphaScreen AMA1-biotinylated RON2 peptide binding;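 note: potency is the fitted concentration of half-maximal effect; 0% = vehicle wells and -100% = peptide control; nearly all actives have a fitted effect of over 45% in size; some results filed as inactive show a strong effect at the top dose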
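AMA1 (3D7) with his tag at 25 nM final met compounds first, then biotinylated RON2 peptide at 25 nM; detection used donor plus acceptor beads, 10 µg/mL apiece, read by AlphaScreen after 30 min at room temperature.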
Tb PYK inh = qHTS of Trypanosoma Brucei Inhibitors; AID 624173, 2012; 410,000 compounds, 0.12% hits; pyruvate kinase (Trypanosoma brucei), Q57TT1; TbPYK enzyme, Kinase-Glo Plus ATP luminescence, 45 min; Potency, µM (top dose mostly 76.8 µM), for inactives: at the highest dose activity, negative = inhibition, most hits filed as inhibitors; note: potency is the fitted concentration of half-maximal effect; nearly all actives have a fitted effect of over 50% in size
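Glycolytic pyruvate kinase of T. brucei was incubated with substrate, test compound and 130 uM ADP for 45 minutes at room temperature. Luminescent Kinase-Glo Plus signal was measured after 10 minutes.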
LmPK inh = qHTS Assay for Inhibitors of Leishmania Mexicana Pyruvate Kinase (LmPK). Q27686. purified LmPK, Kinase-Glo ATP luminescence, 1 h. Potency, µM (top dose mostly 57.5 µM), without a hit: top-dose activity change, negative = inhibition, usual class: inhibitors. 290,000 compounds, 0.37% hits; note: potency is the fitted concentration of half-maximal effect
Target sequence (Q27686 whole entry, looked up): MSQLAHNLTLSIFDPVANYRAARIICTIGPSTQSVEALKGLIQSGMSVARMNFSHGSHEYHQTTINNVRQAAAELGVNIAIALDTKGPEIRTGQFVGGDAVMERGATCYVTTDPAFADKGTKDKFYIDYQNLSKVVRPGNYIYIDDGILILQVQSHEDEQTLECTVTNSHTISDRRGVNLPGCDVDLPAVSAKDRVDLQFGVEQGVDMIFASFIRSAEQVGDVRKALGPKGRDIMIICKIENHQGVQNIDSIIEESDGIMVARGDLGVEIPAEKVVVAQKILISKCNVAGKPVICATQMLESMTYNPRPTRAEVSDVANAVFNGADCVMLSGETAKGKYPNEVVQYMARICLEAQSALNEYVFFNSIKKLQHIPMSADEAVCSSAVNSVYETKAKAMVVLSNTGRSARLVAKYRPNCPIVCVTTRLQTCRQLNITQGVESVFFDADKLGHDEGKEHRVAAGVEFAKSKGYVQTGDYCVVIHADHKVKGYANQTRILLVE
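Purified LmPK (0.1 nM) with 0.5 mM PEP and 0.1 mM ADP in imidazole buffer pH 7.2 with MgCl2/KCl, 1 h at room temperature. ATP formed was read by luciferase luminescence and normalized to no-enzyme and uninhibited controls.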
HCMV inh = qHTS Assay for inhibitors of the human cytomegalovirus (HCMV); HFF cells, HCMV-luciferase reporter, 72 h; stronger effect = lower value; activity change, negative = inhibition, % at 57.5 µM; 410,000 compounds, 4.5% hits; AID 1259415, 2018; in the data active = activity change below about -60%; inconclusive = no clear call, values can overlap the other calls; inactive = above about -39%
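Screen run at 2 compound doses on HFFs infected with reporter HCMV, MOI 1 PFU/cell. Luciferase activity from cell lysates at 72 h post infection gave inhibition relative to buffer-only and Salinomycin wells.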
AmpC detergent = qHTS Inhibitors of AmpC Beta-Lactamase (assay with detergent) | P00811 | AmpC hydrolysis of nitrocefin, absorbance 480 nm, 0.01% Triton | Potency, µM (doses to about 114 µM), inactives show top-dose activity change, negative = inhibition, actives largely listed as inhibitors | 370,000 compounds, 0.041% hits | AID 485294, 2010;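 note: potency is the fitted concentration of half-maximal effect; 0% = no-compound wells and -100% = no-enzyme wells; nearly all actives have a fitted effect of over 25% in size; some results filed as inactive show a strong effect at the top dose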
Target sequence (P00811 whole entry, looked up): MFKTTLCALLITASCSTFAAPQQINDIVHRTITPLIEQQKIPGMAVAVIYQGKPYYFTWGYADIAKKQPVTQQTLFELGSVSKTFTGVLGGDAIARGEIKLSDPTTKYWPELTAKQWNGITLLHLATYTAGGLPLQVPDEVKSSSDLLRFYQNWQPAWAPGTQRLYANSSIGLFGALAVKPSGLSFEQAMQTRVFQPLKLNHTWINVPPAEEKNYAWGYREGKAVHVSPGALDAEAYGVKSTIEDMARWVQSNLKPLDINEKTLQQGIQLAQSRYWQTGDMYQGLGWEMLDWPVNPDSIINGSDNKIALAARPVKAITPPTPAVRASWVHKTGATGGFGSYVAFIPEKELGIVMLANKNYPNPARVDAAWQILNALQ
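AmpC (5.3 nM in the dispensed reagent) in 20 mM phosphate pH 7.0 with 0.01% (detergent screen) or 0.0001% Triton X-100 was preincubated with compounds for 15 min at room temperature. Nitrocefin was then added from an 800 uM solution, and hydrolysis was followed at 480 nm.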
AmpC inh no detg = qHTS Inhibitors of AmpC Beta-Lactamase (assay without detergent) | P00811 | AmpC nitrocefin hydrolysis, absorbance 480 nm, 0.0001% Triton | Potency, µM (titrated, usually from 57.1 µM), for the others: at the highest dose activity change, negative = inhibition, most hits filed as inhibitors | 330,000 compounds, 0.52% hits | AID 485341, 2010;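 note: potency is the fitted concentration of half-maximal effect; plate controls were no compound for no effect and no enzyme for full effect; nearly all actives have a fitted effect of over 20% in size; some results filed as inactive show a strong effect at the top dose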
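20 mM phosphate pH 7.0 + 0.01% (detergent screen) or 0.0001% Triton X-100; 5.3 nM AmpC reagent; cpd preinc 15 min RT; nitrocefin (800 uM stock) to start; A480 q20 s × 4 min; Activity was normalised to no-enzyme and no-compound control wells.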
* hit, by the source's call. Unless noted, calls come from the whole dose curve; as a rule, active = well fitted curve in the direction sought with a large enough effect; inconclusive = small, poorly fitted or top-dose-only effect, or another doubt; inactive = no such curve, though single readings can be large; an effect the other way counts as inactive or inconclusive. Unless noted, % is set by controls: 0 for no effect and ±100 for the full control effect. Rows are unselected; any-hit rate near 7.5%.

COC(=O)c1cc(NC(=O)c2ccccc2)c(=O)oc1C/C=N\OCc1ccc(Cl)cc1Cl was read as HCV inh inconclusive, AMA1 RON2 block -4%, Tb PYK inh 1%, LmPK inh -2%, HCMV inh 50, AmpC detergent 4% and AmpC inh no detg 7%.
CC1CCCCN1C(=O)CSc1nc2ccccc2n1CC(=O)N1CCc2ccccc21 (stereo not drawn) was read as HCV inh -16%, AMA1 RON2 block -5%, Tb PYK inh -18%, LmPK inh 1%, HCMV inh 15, AmpC detergent -14% and AmpC inh no detg 50%.
`Cc1ccc(CN2CCN(/N=C/c3ccc(C(F)(F)F)cc3)CC2)c(C)c1` gave HCV inh 10%, AMA1 RON2 block -9%, Tb PYK inh -7%, LmPK inh -1%, HCMV inh -15, AmpC detergent inconclusive and AmpC inh no detg -12%.
Screening Cc1ccc(C)c(Cn2cc(CCC(=O)NC3CCCCC3)c3ccccc32)c1 returned Tb PYK inh -1%, HCMV inh -28 and AmpC detergent 15%.
`COc1ccc(C(=O)C2CCCN(C(=O)c3csc(C(C)=O)c3)C2)c(C)c1` (stereo not drawn) gave HCV inh -5%, AMA1 RON2 block -12%, Tb PYK inh 0%, LmPK inh -5%, HCMV inh -27, AmpC detergent -8% and AmpC inh no detg 35%.
Screening CCOc1cc2[nH]c(=O)n(CCCCC(=O)NCc3ccco3)c(=O)c2cc1OCC returned HCV inh inconclusive, AMA1 RON2 block 4%, Tb PYK inh -2%, LmPK inh 1%, HCMV inh 12, AmpC detergent -12% and AmpC inh no detg -12%.
O=C1NC[C@@H](CCCCN2CCN(CCc3ccccc3)C(=O)C2=O)N(CCc2ccc(O)cc2)C1=O was read as AMA1 RON2 block 4%, Tb PYK inh -4% and HCMV inh 11.
`Cc1nc(NC(=O)C(Cl)Cl)sc1C(=O)N(C)C` gave HCV inh 1%, AMA1 RON2 block -2%, Tb PYK inh -11%, LmPK inh 7%, HCMV inh 10, AmpC detergent -6% and AmpC inh no detg -22%.
Cc1ccsc1C(=O)N1CCC1(C)C(=O)NS(=O)(=O)c1ccc(Br)cc1 (stereo not drawn) was read as AMA1 RON2 block 29%, Tb PYK inh 5% and HCMV inh 12.
For Cc1cc2ncn(CS(C)(=O)=O)c2cc1C the results were HCV inh 13%, AMA1 RON2 block 4%, Tb PYK inh 5%, LmPK inh 4%, HCMV inh 50, AmpC detergent 2% and AmpC inh no detg -21%.

Brought forward from above: 3 compounds, followed by the next part.
`Cc1nc(NC(=O)C(Cl)Cl)sc1C(=O)N(C)C` gave HCV inh 1%, AMA1 RON2 block -2%, Tb PYK inh -11%, LmPK inh 7%, HCMV inh 10, AmpC detergent -6% and AmpC inh no detg -22%.
Cc1ccsc1C(=O)N1CCC1(C)C(=O)NS(=O)(=O)c1ccc(Br)cc1 (stereo not drawn) was read as AMA1 RON2 block 29%, Tb PYK inh 5% and HCMV inh 12.
For Cc1cc2ncn(CS(C)(=O)=O)c2cc1C the results were HCV inh 13%, AMA1 RON2 block 4%, Tb PYK inh 5%, LmPK inh 4%, HCMV inh 50, AmpC detergent 2% and AmpC inh no detg -21%.
Cc1ccc(-c2noc(CCC(=O)NCCc3ccccc3Cl)n2)cc1 was read as HCV inh -8%, AMA1 RON2 block 6%, Tb PYK inh -1%, LmPK inh -3%, AmpC detergent -15% and AmpC inh no detg -2%.
`COc1ccc(-c2noc(CCC(=O)Nc3cccc(C)c3)n2)cc1` gave HCV inh inconclusive, AMA1 RON2 block 5%, Tb PYK inh -27%, LmPK inh -2%, HCMV inh 0, AmpC detergent 1% and AmpC inh no detg -32%.
Screening C[N+](C)(C)CC(=O)N1CCN(c2ccc3ccccc3n2)CC1 returned HCV inh 8%, AMA1 RON2 block -2%, Tb PYK inh -5%, LmPK inh 2%, AmpC detergent -5% and AmpC inh no detg -1%.
Screening COc1ccc(CN2[C@@H](CC(=O)O)c3cc(F)ccc3S2(=O)=O)cc1 returned HCV inh 4%, AMA1 RON2 block 11%, Tb PYK inh -3% and HCMV inh -1.
For O=C(Cc1c(F)cccc1Cl)NCCCn1ccnc1 the results were HCV inh 11%, AMA1 RON2 block -9%, Tb PYK inh -8%, LmPK inh 1%, HCMV inh 1, AmpC detergent -19% and AmpC inh no detg -11%.
For COC(=O)[C@H](Cc1c[nH]c2ccccc12)NC(=O)Cc1c[nH]c2ccccc12 the results were HCV inh 22%, AMA1 RON2 block 14%, Tb PYK inh 0%, LmPK inh -6%, HCMV inh 52, AmpC detergent 5% and AmpC inh no detg -31%.
Screening COc1ccc(NCC(O)COc2ccc(C(C)(C)C)cc2)cc1 (stereo not drawn) returned HCV inh 11%, AMA1 RON2 block inconclusive, Tb PYK inh 0%, LmPK inh 4%, HCMV inh inconclusive, AmpC detergent -6% and AmpC inh no detg 29%.
Screening COCCNC(=O)c1c[nH]c2ccc(S(=O)(=O)N3CCOCC3)cc2c1=O returned HCV inh -1%, AMA1 RON2 block 3%, Tb PYK inh -8%, LmPK inh -1%, HCMV inh inconclusive, AmpC detergent -4% and AmpC inh no detg -7%.
`Cc1cc(O)c2c3c(c(=O)oc2c1)CCC(C)C3` (stereo not drawn) gave HCV inh 8.9µM*, AMA1 RON2 block 8%, Tb PYK inh 0%, LmPK inh -4%, HCMV inh inconclusive, AmpC detergent 6% and AmpC inh no detg -25%.
`CCOC(=O)C1CCN(CCC(=O)Nc2ccccc2OC)CC1` gave Tb PYK inh -1%, HCMV inh -2 and AmpC detergent -2%.
For O=C(Cn1nc(-c2nn(CC(=O)c3ccccc3)c3[n+]2CCCCC3)[n+]2c1CCCCC2)c1ccccc1 the results were HCV inh 10%, AMA1 RON2 block -4%, Tb PYK inh 0%, LmPK inh 9%, HCMV inh 24, AmpC detergent -1% and AmpC inh no detg 48%.
Screening Cc1ccc(NC(=O)c2sc(=S)n(-c3cc(C)ccc3F)c2N)cc1 returned HCV inh 5%, AMA1 RON2 block -9%, Tb PYK inh -26%, LmPK inh 4%, HCMV inh -63*, AmpC detergent inconclusive and AmpC inh no detg -28%.
Screening CCCCN(C=O)c1c(CC)nc2ccc(C(=O)NCc3ccc4c(c3)OCO4)cn12 returned AMA1 RON2 block -3%, Tb PYK inh 13% and HCMV inh -13.
Screening CCC1CN(C(=O)N2CCC(C(=O)NCCc3ccccc3C)CC2)c2ccccc2O1 (stereo not drawn) returned Tb PYK inh 0%, HCMV inh 36 and AmpC detergent -5%.
Screening COc1ccccc1NC(=O)CN1C(=O)C2(OCCCO2)c2ccccc21 returned HCV inh 7%, AMA1 RON2 block -10%, Tb PYK inh 3%, LmPK inh -11%, HCMV inh 71, AmpC detergent 2% and AmpC inh no detg -23%.
`Cc1c(C)c2cc(Cl)c(OCC(=O)NCCCN3CCCC3=O)cc2oc1=O` gave AMA1 RON2 block 0%, Tb PYK inh 3% and HCMV inh -11.
For O=C(NCCCN1CCOCC1)C(=O)NCc1ccco1 the results were HCV inh 8%, AMA1 RON2 block 26%, Tb PYK inh -2%, LmPK inh 1%, HCMV inh -32, AmpC detergent 3% and AmpC inh no detg -4%.
Screening CC1Cc2ccccc2N1C(=O)CCNS(=O)(=O)c1cccc2nsnc12 (stereo not drawn) returned HCV inh 2%, AMA1 RON2 block -6%, Tb PYK inh -5%, LmPK inh 2%, HCMV inh 3, AmpC detergent -7% and AmpC inh no detg -11%.
Screening Cc1cccc(-c2cnn(-c3ccccc3)c2N)c1 returned HCV inh -1%, AMA1 RON2 block 0%, Tb PYK inh 1%, LmPK inh -8%, HCMV inh 29, AmpC detergent 0% and AmpC inh no detg -20%.
`Cc1cc([N+](=O)[O-])nn1CC(=O)NCc1nc2ccccc2[nH]1` gave HCV inh -4%, AMA1 RON2 block 2%, Tb PYK inh -7%, LmPK inh 8%, HCMV inh -25, AmpC detergent 6% and AmpC inh no detg -25%.
Screening COc1ccc(CC(=O)NCc2ccco2)cc1OC returned HCV inh 16%, AMA1 RON2 block -1%, Tb PYK inh 1%, LmPK inh 2%, HCMV inh 17, AmpC detergent 3% and AmpC inh no detg -3%.
Screening O=C(c1ccncc1)N1CCN(S(=O)(=O)c2ccc(OC(F)(F)F)cc2)CC1 returned HCV inh 13%, AMA1 RON2 block 21%, Tb PYK inh 3%, HCMV inh -31 and AmpC inh no detg 8%.
`Cc1ccc(Sc2c(C)nn(C(=O)COc3ccccc3Br)c2C)cc1` gave Tb PYK inh -1%, HCMV inh 11 and AmpC detergent 12%.
CC1C/C(=N/Nc2ccc([N+](=O)[O-])cc2[N+](=O)[O-])CC(C)(C)C1 (stereo not drawn) was read as HCV inh -6%, AMA1 RON2 block inconclusive, Tb PYK inh -4%, LmPK inh 1%, HCMV inh -8, AmpC detergent inconclusive and AmpC inh no detg -2%.
`O=C(CN1CCCCC1)Nc1cc(Cl)ccc1Cl` gave HCV inh -20%, AMA1 RON2 block 11%, Tb PYK inh -1%, LmPK inh 0%, HCMV inh -7, AmpC detergent -8% and AmpC inh no detg -19%.
`CCC(CC)C(=O)Nc1ccc2nc(SCC(=O)N3CCOCC3)sc2c1` gave Tb PYK inh 0%, HCMV inh 26 and AmpC detergent 0%.
Screening COc1ccc(NC(=O)c2ccc(Cc3ccc(C)cc3)o2)cc1 returned HCV inh inconclusive, AMA1 RON2 block -9%, Tb PYK inh 2%, LmPK inh 4%, HCMV inh 11, AmpC detergent -14% and AmpC inh no detg -18%.
Screening O=C1c2ccc3c4c(ccc(c24)C(=O)N1c1ccc2ccccc2c1)CC3 returned HCV inh 6%, AMA1 RON2 block -22%, Tb PYK inh -2%, LmPK inh 2%, HCMV inh 11, AmpC detergent 0% and AmpC inh no detg -10%.
`Cc1occc1-c1nnc(SCC(=O)N2CCCCC2C)o1` (stereo not drawn) gave HCV inh 2%, AMA1 RON2 block -1%, Tb PYK inh 0%, HCMV inh 13, AmpC detergent inconclusive and AmpC inh no detg -14%.

Looked up by compound from the list above, two records:
`Cc1occc1-c1nnc(SCC(=O)N2CCCCC2C)o1` (stereo not drawn) gave HCV inh 2%, AMA1 RON2 block -1%, Tb PYK inh 0%, HCMV inh 13, AmpC detergent inconclusive and AmpC inh no detg -14%.
CC1C/C(=N/Nc2ccc([N+](=O)[O-])cc2[N+](=O)[O-])CC(C)(C)C1 (stereo not drawn) was read as HCV inh -6%, AMA1 RON2 block inconclusive, Tb PYK inh -4%, LmPK inh 1%, HCMV inh -8, AmpC detergent inconclusive and AmpC inh no detg -2%.
